DAX1 inh-1 – DAX1 (NR0B1) inhibitors on StAR promoter, primary screen, cell-based, luminescence, SF-1 (NR5A1), full-length DAX-1 | AID 652010, 2013 | 370,000 tested, 1.1% active | inhibition, % at 6.8 µM | HEK293T StAR-luciferase reporter, SF-1/DAX-1 repression relief;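 active = inhibition above the mean over all tested compounds plus 3 SD, cut at about 3.6% in these data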;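 note: 0% = DAX-1 cells with DMSO and 100% = cells lacking DAX-1 with DMSO; higher inhibition means more luminescence from relief of DAX-1 repression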
SMARCA2 act – SMARCA2 (BRM) function activators, primary screen, cell-based, luminescence, high throughput. MG213 cells, MMTV-luciferase reporter, dexamethasone, overnight. activation, % at 9.1 µM. 370,000 tested, 1% active. AID 652017, 2013; in the data active = activation above about 7.8%;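 note: 0% = vehicle wells and 100% = reference activator wells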
DAX1 inh-2 – DAX1 (NR0B1) inhibitors, primary screen, cell-based, HEK293, Gal4-DAX1, luciferase luminescence; inhibition, % at 6.75 µM; 340,000 tested, 0.99% active; AID 504766, 2011; HEK293 Gal4-DAX1 luciferase reporter;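 active = inhibition above the mean over all tested compounds plus 3 SD, cut at about 4.2% in these data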;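 note: 0% = DAX1-transfected cells with DMSO and 100% = empty-vector control cells with DMSO; inhibition shows as a rise in luminescence from relieved DAX1 repression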
PLCb3 inh – human PLC-beta3 inhibitors, primary screen, biochemical, fluorescence | Purified PLC-beta3, fluorogenic substrate | 370,000 tested, 0.18% active | inhibition, % at 12.2 µM; in the data active = inhibition above about 11%;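 note: 0% = median of compound wells on plate and 100% = full blocker control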
Target sequence (Q01970 whole entry, looked up): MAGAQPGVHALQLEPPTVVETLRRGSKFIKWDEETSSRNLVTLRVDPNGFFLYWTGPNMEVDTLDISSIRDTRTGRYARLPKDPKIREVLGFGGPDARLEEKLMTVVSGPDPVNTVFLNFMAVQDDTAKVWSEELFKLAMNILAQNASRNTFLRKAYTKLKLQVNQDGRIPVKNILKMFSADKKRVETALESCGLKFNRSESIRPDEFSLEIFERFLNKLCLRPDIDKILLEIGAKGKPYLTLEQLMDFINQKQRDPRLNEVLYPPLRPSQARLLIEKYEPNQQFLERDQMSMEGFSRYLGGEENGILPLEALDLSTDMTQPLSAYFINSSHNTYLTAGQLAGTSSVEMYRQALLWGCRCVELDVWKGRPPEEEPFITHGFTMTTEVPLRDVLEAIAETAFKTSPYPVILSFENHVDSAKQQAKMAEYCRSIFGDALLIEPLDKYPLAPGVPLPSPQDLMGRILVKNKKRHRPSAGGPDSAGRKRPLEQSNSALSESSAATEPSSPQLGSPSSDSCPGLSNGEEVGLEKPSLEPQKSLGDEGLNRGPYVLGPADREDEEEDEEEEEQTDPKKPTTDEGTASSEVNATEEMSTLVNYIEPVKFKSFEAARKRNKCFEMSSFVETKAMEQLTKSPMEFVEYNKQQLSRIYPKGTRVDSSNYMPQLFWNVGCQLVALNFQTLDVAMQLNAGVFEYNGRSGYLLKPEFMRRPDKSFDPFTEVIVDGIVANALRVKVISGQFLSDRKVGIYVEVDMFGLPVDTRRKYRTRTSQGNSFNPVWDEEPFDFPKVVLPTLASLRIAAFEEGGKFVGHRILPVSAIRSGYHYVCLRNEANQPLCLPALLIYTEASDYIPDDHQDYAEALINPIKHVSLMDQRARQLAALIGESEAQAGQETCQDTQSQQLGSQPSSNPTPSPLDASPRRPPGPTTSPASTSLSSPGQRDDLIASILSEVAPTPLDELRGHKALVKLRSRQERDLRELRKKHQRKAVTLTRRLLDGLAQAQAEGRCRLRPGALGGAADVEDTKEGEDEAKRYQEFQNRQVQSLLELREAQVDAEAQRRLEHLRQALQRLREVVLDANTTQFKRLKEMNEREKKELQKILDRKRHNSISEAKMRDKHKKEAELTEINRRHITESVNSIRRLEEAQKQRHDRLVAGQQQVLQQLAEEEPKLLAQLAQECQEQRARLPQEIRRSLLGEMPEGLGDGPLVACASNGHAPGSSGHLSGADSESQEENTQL
HGIII-sPLA2 inh – human group III sPLA2 inhibitors, primary screen, biochemical, QFRET, BODIPY PC-A2 liposome substrate; Group 3 secretory phospholipase A2 (Homo sapiens), Q9NZ20; QFRET BODIPY PC-A2 liposome hydrolysis, fluorescence; inhibition, % at 12.2 µM; 370,000 tested, 0.56% active;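 active = inhibition above mean plus 3 SD of compounds lying within the high and low control bounds, cut at about 19% in these data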;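 note: 0% = median of test compound wells and 100% = no enzyme DMSO wells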
ssDAF-12 act – S. stercoralis DAF-12 nuclear receptor activators, primary screen, cell-based, luminescence, HEK293, GRIP1 co-expression, lit1-tk-luc; HEK293 ssDAF-12/GRIP1 lit1-tk-luc reporter; % of 3 µM dafachronic acid response; activation, % at 6.8 µM; 370,000 tested, 1% active;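 active = activation above the mean over all tested compounds plus 3 SD, cut at about 0.9% in these data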;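 note: 0% = DMSO-only wells and 100% = 3 µM delta7-dafachronic acid wells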
hgDAF-12 ag – H. glycines DAF-12 receptor agonists, primary screen, cell-based, luminescence, HEK293, GAL4 fusion, UAS-luciferase; activation, % at 6.8 µM; Nuclear hormone receptor DAF-12 (Heterodera glycines), GAL4 fusion; 370,000 tested, 1.8% active; HEK293 GAL4-hgDAF12 UAS-luciferase reporter, agonist luminescence; normalized to butyrate control; AID 687014, 2013;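 active = activation above a cutoff set at the mean of all screened compounds plus 3 SD, cut at about 10% in these data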;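 note: 0% = DMSO wells and 100% = sodium butyrate wells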
hcDAF-12 act – H. contortus DAF-12 nuclear receptor activators, primary screen, cell-based, luminescence, HEK293, lit1-tk-luc reporter | HEK293 hcDAF-12 lit1-tk-luc reporter; 0% DMSO, 100% Δ7-dafachronic acid | activation, % at 6.8 µM | 370,000 tested, 1.4% active | AID 652067, 2013;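 active = activation above the mean of all tested compounds plus 3 SD, cut at about 5.5% in these data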;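 note: 100% = response to 3 µM Δ7-dafachronic acid high control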
FXN GAA850 act – FXN promoter activators, primary screen, cell-based, luciferase luminescence, HEK293 lucGAA850; HEK293 lucGAA850 FXN promoter luciferase reporter, 24 h; percent of 10 µM SAHA response; activation, % at 6 µM; 360,000 tested, 0.56% active;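 active = activation above the average of all compounds screened plus 3 SD, cutoff fixed separately per campaign, cut at about 7.5% in these data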;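 note: 0% = DMSO wells and 100% = 10 µM SAHA wells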
Rev-erbA mod – modulators of Rev-erb alpha DNA binding, primary screen, biochemical, FITC-DNA, fluorescence polarization, uHTS; Rev-erbα–FITC-DNA binding, 90 min; activity, % at 10 µM; 370,000 tested, 0.79% active; AID 1259318, 2017;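 active = activity above about 14%, limit read from the data; passing the limit was not always enough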;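 note: 0% = DMSO wells with 35 nM protein and 100% = DMSO wells with 750 nM protein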
PG9 binder – binders of HIV-1 gp120 antibody PG9, primary screen, biochemical, TR-FRET; HIV-1 gp120 / PG9 antibody interaction; TR-FRET gp120-PG9 antibody binding; inhibition, % at 6.7 µM; 360,000 tested, 0.43% active; AID 624416, 2012; in the data active = inhibition above about 8.5%
* marks the source's active call; other numbers are inactive results.

`CNc1ccc(Br)cc(C(=O)/C=C/c2cccc(OC)c2OC)c1=O` gave DAX1 inh-1 -1.1, SMARCA2 act 3, DAX1 inh-2 0.9, PLCb3 inh -98, HGIII-sPLA2 inh -6, ssDAF-12 act -1.2, hgDAF-12 ag 0.5, hcDAF-12 act -1.6, FXN GAA850 act 1.2, Rev-erbA mod -5 and PG9 binder -4.8.
For COc1ccc(/C(N)=N/OC(=O)Cc2ccccc2OC)cc1 the results were DAX1 inh-1 1.3, SMARCA2 act 1, DAX1 inh-2 1.1, PLCb3 inh 1, HGIII-sPLA2 inh 3, ssDAF-12 act -0.3, hgDAF-12 ag 1.6, hcDAF-12 act 0.6, FXN GAA850 act -0.9, Rev-erbA mod 2 and PG9 binder -0.9.
For CCc1ccc(/C(C)=N/Nc2cc(Cl)nc(C)n2)cc1 the results were DAX1 inh-1 -1.4, SMARCA2 act -1, DAX1 inh-2 0.1, PLCb3 inh 2, HGIII-sPLA2 inh -5, ssDAF-12 act -1.2, hgDAF-12 ag -1.7, hcDAF-12 act -1.8, FXN GAA850 act -1.4, Rev-erbA mod -8 and PG9 binder 0.4.
Screening O=C(CCN=C1NS(=O)(=O)c2ccccc21)OCC(=O)c1ccc(F)c(F)c1 returned DAX1 inh-1 0.7, SMARCA2 act -2, DAX1 inh-2 0.8, PLCb3 inh -1, HGIII-sPLA2 inh -10, ssDAF-12 act -0.7, hgDAF-12 ag 1.4, hcDAF-12 act -0.8, FXN GAA850 act 0.7, Rev-erbA mod -1 and PG9 binder -0.1.
For O=C(Nc1ccncc1)OCc1ccccc1 the results were DAX1 inh-1 -0.9, SMARCA2 act -2, DAX1 inh-2 0.2, PLCb3 inh -4, HGIII-sPLA2 inh 2, ssDAF-12 act 0.0, hgDAF-12 ag -3.1, hcDAF-12 act -1.9, FXN GAA850 act -1.3, Rev-erbA mod 1 and PG9 binder -0.6.
N#CCN1CCN(CCC(=O)Nc2ccc(OCc3ccccc3)cc2)CC1 was read as DAX1 inh-1 0.2, SMARCA2 act 2, DAX1 inh-2 -0.2, PLCb3 inh 4, HGIII-sPLA2 inh -9, ssDAF-12 act -1.3, hgDAF-12 ag 1.5, hcDAF-12 act 0.6, FXN GAA850 act -0.4, Rev-erbA mod 3 and PG9 binder 0.2.
`CCOCCCNC(=O)c1cc2c(s1)-c1ccccc1SC2` gave DAX1 inh-1 0.4, SMARCA2 act 0, DAX1 inh-2 0.2, PLCb3 inh -19, HGIII-sPLA2 inh -3, ssDAF-12 act -0.7, hgDAF-12 ag 3.5, hcDAF-12 act -1.8, FXN GAA850 act -0.2, Rev-erbA mod -5 and PG9 binder -1.4.
`Cc1ccc(C)c(-c2cc(C(=O)Nc3nccs3)c3ccccc3n2)c1` gave DAX1 inh-1 -0.7, SMARCA2 act -4, DAX1 inh-2 -1.1, PLCb3 inh -1, HGIII-sPLA2 inh 3, ssDAF-12 act -0.3, hgDAF-12 ag -1.7, hcDAF-12 act -0.8, FXN GAA850 act -3.4, Rev-erbA mod -2 and PG9 binder -0.3.
CC(C)n1c(O)c(/C=C2\C=NN=C2c2ccccc2)sc1=S was read as DAX1 inh-1 0.1, SMARCA2 act -1, DAX1 inh-2 1.2, PLCb3 inh -4, HGIII-sPLA2 inh -12, ssDAF-12 act -1.8, hgDAF-12 ag 1.9, hcDAF-12 act -0.9, FXN GAA850 act -0.6, Rev-erbA mod -3 and PG9 binder -1.8.
Screening O=C(NC1CCCCC1)c1ccc2[nH]c(=O)c(=O)[nH]c2c1 returned DAX1 inh-1 -0.1, SMARCA2 act 4, DAX1 inh-2 0.2, PLCb3 inh -144, HGIII-sPLA2 inh 10, ssDAF-12 act -1.3, hgDAF-12 ag 1.2, hcDAF-12 act 0.8, FXN GAA850 act 0.6, Rev-erbA mod -4 and PG9 binder -2.2.
O=C(OCC(=O)c1cccs1)C1=COCCO1 was read as DAX1 inh-1 0.2, SMARCA2 act 8.5*, DAX1 inh-2 3.0, PLCb3 inh -1, HGIII-sPLA2 inh -1, ssDAF-12 act -0.6, hgDAF-12 ag 7.2, hcDAF-12 act 2.2, FXN GAA850 act 1.4, Rev-erbA mod -2 and PG9 binder -0.3.
Cc1cccc(-c2nnc(SCC#N)n2-c2cccc(Cl)c2)c1 was read as DAX1 inh-1 -0.5, SMARCA2 act -1, DAX1 inh-2 -1.8, PLCb3 inh 1, HGIII-sPLA2 inh -2, ssDAF-12 act -1.9, hgDAF-12 ag -2.4, hcDAF-12 act -1.0, FXN GAA850 act 3.1, Rev-erbA mod 6 and PG9 binder 2.2.
For COc1ccc(CNC(=O)C23CN(Cc4ccccc4)CC2C(c2ccc([N+](=O)[O-])cc2)=NO3)cc1 (configuration not stated) the results were DAX1 inh-1 -1.1, SMARCA2 act -1, DAX1 inh-2 0.9, PLCb3 inh 1, HGIII-sPLA2 inh -11, ssDAF-12 act -1.1, hgDAF-12 ag -0.6, hcDAF-12 act -1.3, FXN GAA850 act -2.0, Rev-erbA mod 1 and PG9 binder 1.3.
`CC1(C)CC2CC(C)(CN2Cc2cccc([N+](=O)[O-])c2)C1` (configuration not stated) gave DAX1 inh-1 0.0, SMARCA2 act -3, DAX1 inh-2 -0.5, PLCb3 inh 0, HGIII-sPLA2 inh 8, ssDAF-12 act -1.5, hgDAF-12 ag 0.1, hcDAF-12 act 1.1, FXN GAA850 act 2.4, Rev-erbA mod 11 and PG9 binder -2.2.
`CCOC(=O)C1=CCN(S(=O)(=O)c2ccc(C)cc2)C1c1ccccc1` (configuration not stated) gave DAX1 inh-1 -1.5, SMARCA2 act -1, PLCb3 inh 1, HGIII-sPLA2 inh -7, ssDAF-12 act -1.6, hgDAF-12 ag -0.5, hcDAF-12 act -1.0, Rev-erbA mod -4 and PG9 binder -1.0.

Three neighbouring records already listed, for reference:
`CNc1ccc(Br)cc(C(=O)/C=C/c2cccc(OC)c2OC)c1=O` gave DAX1 inh-1 -1.1, SMARCA2 act 3, DAX1 inh-2 0.9, PLCb3 inh -98, HGIII-sPLA2 inh -6, ssDAF-12 act -1.2, hgDAF-12 ag 0.5, hcDAF-12 act -1.6, FXN GAA850 act 1.2, Rev-erbA mod -5 and PG9 binder -4.8.
For COc1ccc(/C(N)=N/OC(=O)Cc2ccccc2OC)cc1 the results were DAX1 inh-1 1.3, SMARCA2 act 1, DAX1 inh-2 1.1, PLCb3 inh 1, HGIII-sPLA2 inh 3, ssDAF-12 act -0.3, hgDAF-12 ag 1.6, hcDAF-12 act 0.6, FXN GAA850 act -0.9, Rev-erbA mod 2 and PG9 binder -0.9.
For CCc1ccc(/C(C)=N/Nc2cc(Cl)nc(C)n2)cc1 the results were DAX1 inh-1 -1.4, SMARCA2 act -1, DAX1 inh-2 0.1, PLCb3 inh 2, HGIII-sPLA2 inh -5, ssDAF-12 act -1.2, hgDAF-12 ag -1.7, hcDAF-12 act -1.8, FXN GAA850 act -1.4, Rev-erbA mod -8 and PG9 binder 0.4.

Continuation.
Screening COC(=O)c1[nH]c2cccc(OC)c2c1NC(=O)CCN1CCN(c2cccc(Cl)c2)CC1 returned DAX1 inh-1 -1.0, SMARCA2 act 1, PLCb3 inh -236, HGIII-sPLA2 inh -17, ssDAF-12 act -2.2, hgDAF-12 ag -4.1, hcDAF-12 act -2.6, Rev-erbA mod -1 and PG9 binder 0.3.
CN(C)CCN(C(=O)c1ccc(S(=O)(=O)N2CCc3ccccc32)cc1)c1nc2ccc(F)cc2s1 was read as DAX1 inh-1 1.1, SMARCA2 act 3, DAX1 inh-2 0.8, PLCb3 inh -6, HGIII-sPLA2 inh -14, ssDAF-12 act -0.7, hgDAF-12 ag 0.4, hcDAF-12 act 3.0, FXN GAA850 act 2.5, Rev-erbA mod -3 and PG9 binder -0.6.
For Cc1ccc(N2CCN(S(=O)(=O)c3ccc(Cl)s3)CC2C)cc1 (configuration not stated) the results were DAX1 inh-1 -1.7, SMARCA2 act 1, DAX1 inh-2 0.4, PLCb3 inh -6, HGIII-sPLA2 inh -2, ssDAF-12 act -1.3, hgDAF-12 ag 1.4, hcDAF-12 act -0.6, FXN GAA850 act 0.9, Rev-erbA mod 1 and PG9 binder -1.2.
For COc1ccc(CCn2c(SCCN3CCCCC3)nc3ccccc3c2=O)cc1OC the results were DAX1 inh-1 0.2, SMARCA2 act 13*, DAX1 inh-2 0.0, PLCb3 inh 5, HGIII-sPLA2 inh -10, ssDAF-12 act -1.9, hgDAF-12 ag 0.9, hcDAF-12 act -3.5, FXN GAA850 act 3.9, Rev-erbA mod -3 and PG9 binder 1.4.
COc1ccc(S[C@]2(C(=O)NCCCN(C)C)CC(=O)N[C@@H]2c2ccc(OC)cc2)cc1 was read as DAX1 inh-1 -0.1, SMARCA2 act -4, PLCb3 inh -2, HGIII-sPLA2 inh 2, ssDAF-12 act -0.7, hgDAF-12 ag -1.4, hcDAF-12 act 0.9 and Rev-erbA mod 1.
Screening Cc1ccc(S(=O)(=O)N2C=C(c3ccccc3)c3ccccc3-c3ccccc32)cc1 returned PLCb3 inh -1, HGIII-sPLA2 inh 0, ssDAF-12 act -1.1, hgDAF-12 ag 0.5, hcDAF-12 act 1.5 and Rev-erbA mod 7.
For CC(C)CNc1ncnc2c1ncn2[C@H]1CN(Cc2ccco2)C[C@@H](CO)O1 the results were DAX1 inh-1 0.1, SMARCA2 act -1, PLCb3 inh 5, HGIII-sPLA2 inh 7, ssDAF-12 act -1.1, hgDAF-12 ag -0.4, hcDAF-12 act -0.5, FXN GAA850 act 1.3, Rev-erbA mod -2 and PG9 binder 0.3.
CCOc1ccc(C(=O)COC(=O)C2COc3ccccc3O2)cc1 (configuration not stated) was read as DAX1 inh-1 1.3, SMARCA2 act -2, DAX1 inh-2 -0.2, PLCb3 inh -7, HGIII-sPLA2 inh -3, ssDAF-12 act -1.3, hgDAF-12 ag 2.0, hcDAF-12 act 2.0, FXN GAA850 act 0.3, Rev-erbA mod -2 and PG9 binder 1.8.
For Cc1ccc(N(CC(=O)NC2CCCCC2)C(=O)CCC(=O)Nc2nccs2)cc1 the results were DAX1 inh-1 -0.2, SMARCA2 act 1, DAX1 inh-2 -0.8, PLCb3 inh -8, HGIII-sPLA2 inh 4, ssDAF-12 act -1.1, hgDAF-12 ag -0.7, hcDAF-12 act -0.5, FXN GAA850 act 1.2, Rev-erbA mod 0 and PG9 binder -0.9.

Screening data (PubChem)
